# From PubChem BioAssay
# TDP1 block – blocks human tyrosyl-DNA phosphodiesterase 1 | Q9NUW8 | recombinant TDP1, AlphaScreen DNA substrate cleavage | Potency, µM (top dose mostly 130 µM), for the others: at the highest dose activity change, negative = inhibition, most hits filed as inhibitors | hit rate 0.28% among 350,000 | AID 485290; also: nearly all actives have a fitted effect of over 40% in size
#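 Signal: AlphaScreen proximity between streptavidin donor and anti-FITC acceptor beads on intact substrate. Reaction: Tdp1 1 nM, substrate 15 nM final, 5 min RT after 15 min compound preincubation.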
# GCN5L2 inh – GCN5L2 (KAT2A) acetyltransferase inhibition; Q92830; GCN5L2 HAT assay, ThioGlo1 CoA-SH fluorescence; Potency, µM (titrated, usually from 58.9 µM), for the others: top-dose activity change, negative = inhibition, hits mostly inhibitors; hit rate 0.21% among 390,000; AID 504327
# Target sequence (Q92830 whole entry, looked up): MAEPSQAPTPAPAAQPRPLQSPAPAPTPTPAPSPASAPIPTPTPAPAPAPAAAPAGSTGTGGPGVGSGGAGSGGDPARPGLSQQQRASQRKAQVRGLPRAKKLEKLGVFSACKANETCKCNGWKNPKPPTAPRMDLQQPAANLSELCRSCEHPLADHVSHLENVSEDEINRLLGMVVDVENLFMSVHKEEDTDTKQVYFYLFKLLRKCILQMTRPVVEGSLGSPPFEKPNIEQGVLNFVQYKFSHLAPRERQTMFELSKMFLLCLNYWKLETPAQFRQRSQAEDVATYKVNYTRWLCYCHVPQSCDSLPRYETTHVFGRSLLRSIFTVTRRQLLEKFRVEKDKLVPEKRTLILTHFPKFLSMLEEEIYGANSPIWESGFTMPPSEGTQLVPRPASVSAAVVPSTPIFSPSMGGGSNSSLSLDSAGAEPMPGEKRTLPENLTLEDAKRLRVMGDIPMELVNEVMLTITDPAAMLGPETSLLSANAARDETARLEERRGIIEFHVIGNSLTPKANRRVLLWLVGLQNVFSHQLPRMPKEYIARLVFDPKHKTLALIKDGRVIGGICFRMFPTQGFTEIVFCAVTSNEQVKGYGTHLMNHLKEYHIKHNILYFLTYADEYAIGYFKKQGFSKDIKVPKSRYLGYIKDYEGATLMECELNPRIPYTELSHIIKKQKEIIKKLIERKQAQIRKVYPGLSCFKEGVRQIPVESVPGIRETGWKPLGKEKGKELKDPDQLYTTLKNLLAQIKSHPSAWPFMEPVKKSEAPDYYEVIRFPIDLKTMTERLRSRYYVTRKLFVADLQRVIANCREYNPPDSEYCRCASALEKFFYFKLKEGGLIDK
#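 Free CoA generated was detected with ThioGlo1 (50uM) fluorescence at Ex340nm/Em540nm, read immediately and after 20 min at room temperature. Enzyme, 20 nM in HEPES pH 7.5 buffer, saw compounds 15 min before adding 75uM H3(1-25) peptide and 70uM acetyl-CoA.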
# DT40 TDP1 no CPT – qHTS for Inhibitors of human tyrosyl-DNA phosphodiesterase 1 (TDP1): qHTS in cells in absence of CPT. DT40 Tdp1-/- hTDP1 cells, no CPT, ATP luminescence, 48 h. Potency, µM (doses to about 46.2 µM), inactives show at the top dose activity change, negative = growth inhibition, usual class: inhibitors. hit rate 15% among 420,000; also: nearly all actives have a fitted effect of over 55% in size
#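 DT40 Tdp1-/-;hTDP1 cells, no CPT (DMSO vehicle only), 400 cells/well; compounds pin-transferred; ≥48 hr, 37 °C; CellTiter-Glo 30 min RT dark, luminescence read.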
# * hit, by the source's call; ? = inconclusive; . = no result given; & = joins results of further samples; [ ] = dose if it differs, or a comment. Calls follow the shape of the dose curve; as a rule, active = well fitted curve in the direction sought with a large enough effect; inconclusive = small, poorly fitted or top-dose-only effect, or another doubt; inactive = no such curve, though single readings can be large; an effect the other way counts as inactive or inconclusive. % is scaled to controls: 0 for no effect and ±100 for the full control effect; potency is read from the fitted curve at half-maximal effect.
SMILES,TDP1 block,GCN5L2 inh,DT40 TDP1 no CPT
COc1ccccc1NS(=O)(=O)c1cccc(C(=O)N/N=C/c2ccc([N+](=O)[O-])o2)c1,-9%[0.505 µM],-9%,2.9µM*
Cc1nn(C)c(C(=O)Sc2cccc(Cl)c2)c1[N+](=O)[O-],.,-3%,2.9µM*
O=C(NCc1ccc2c(c1)CCN2C(=O)c1ccc(F)cc1)c1ccc(Br)o1,2%,-4%,4.1µM*
O=C(CSc1nc2[nH]ncc2c(=O)n1-c1ccccc1Cl)N1CCCC1,0%,3%,-1%
COc1ccc(C(=O)NC(=S)Nc2ccccc2F)cc1,0%,3%,8%
Cc1cc(NC(=O)C(C)SCC(=O)OC(C)C(=O)Nc2cccc(C#N)c2)no1 (centres undefined),0%,0%,1%
O=C(CCC(=O)N(CC(=O)NC1CCCC1)Cc1ccc(F)cc1)Nc1nccs1,12%,-7%,-7%
CN(C(=O)COC(=O)c1ccc2ccccc2n1)c1ccccc1,0%,-2%,-7%
Cc1ccc(SCC2CNc3nc4ccccc4c(=O)n32)c(C)c1 (centres undefined),3%,-3%,?
CS(=O)(=O)N(Cc1ccc(F)cc1)Cc1nc2ccccc2c(=O)[nH]1,7%,-20%,2%
Cc1cc(C)c(C#N)c(Nc2cccc(Br)c2)n1,2%,-4%,-2%
O=C(NC12CC3CC(CC(C3)C1)C2)c1cc(F)c(F)c(F)c1F,.,-6%,?
COc1ccc(NC(=O)c2ccc3nc[nH]c3c2)c(OC)c1,4%,-1%,-17%
O=C(NCc1cccnc1)/C(=C\c1ccc(-c2ccc(Br)cc2)o1)S(=O)(=O)c1ccccc1,3%,?,3.3µM*
CC(=O)N1CCN(c2ccccc2NC(=O)COc2cc(C)cc(C)c2)CC1,-9%,-9%,-14%
CC(/C=N/NC(=O)c1ccncc1)=C\c1ccc(C(C)C)cc1,-5%,-19%,?
CC(CCn1cccn1)NC(=O)c1cc(COc2ccc(F)cc2Cl)on1 (centres undefined),-3%,2%,0%
CCNC(=S)N(Cc1cc2cc(C)ccc2[nH]c1=O)C1CCCC1,0%,-1%,?
Cc1nnc(SCC(=O)NC2CCCCC2)n(N)c1=O,2%,-6%,-9%
CCCN(c1ccc(OCC)cc1)S(=O)(=O)c1ccc2c(c1)NC(=O)CO2,7%,-29%,12%
CCc1ccc(NC(=O)CSc2ccc3nnc(CCNS(=O)(=O)c4ccc(OC)cc4)n3n2)cc1,5%,1%,?
O=C(c1ccc(Cl)cc1Cl)N1CCC(c2nc3c(nnn3Cc3ccco3)c(=O)[nH]2)CC1,4%,-23%,?
Cc1ccc([N+](=O)[O-])cc1NC(=O)CCc1ccccc1,7%,-6%,-10%
COc1ccc(-c2nc3ccccc3o2)cc1NC(=O)c1ccc(-c2ccc(Br)cc2)o1,3%[2.28 µM],1%,-20%
C=CCOc1ccc(CC(=O)O)cc1Cl,4%&4%,39%&10%[activator],2%
O=C(O)CCC(=O)CCC(=O)c1ccccc1,2%,?,-8%
Cc1ccc(C)c(N2CCN(c3cc(C)nc4c(-c5ccc(Cl)cc5)c(C)nn34)CC2)c1,8%,-3%,-8%
NC(=S)N/N=C/c1cccc(Br)c1,0%,-9%,?
CCOc1ccc(-c2c(C)nn3c(C)c(C(=O)Nc4ccccc4C(=O)OC)cnc23)cc1OCC,8%,2%,-17%
CCCCN(C(=O)c1cccc(S(=O)(=O)N2CCOCC2)c1)c1c(N)n(CCC)c(=O)[nH]c1=O,8%,-4%,-2%
Cc1ccc(NS(=O)(=O)c2ccc(C(=O)NC3CCN(Cc4ccccc4)CC3)cc2)cc1,0%,-1%,15µM*
COc1ccc(C(C)(C)C)cc1NC(=O)COC(=O)CN1C(=O)NC2(CCCCC2C)C1=O (centres undefined),0%,-1%,-10%
CCOC(=O)Cn1ccc(-c2ccccc2)c(C#N)c1=O,-3%,-5%,3%
CCn1c(SCc2ccc(C)cc2)nnc1-c1nn(-c2ccccc2)ccc1=O,-8%,-7%,-28%
CC(=O)N(C(C)=O)c1ncnc2c1c(-c1ccc(Cl)cc1)nn2C(C)(C)C,4%,-15%,18µM*
CCN(CC)S(=O)(=O)c1cc(NC(=O)CCCOc2ccc(C(C)=O)cc2)ccc1C,0%,-4%,18µM*
C=CCOc1c(Cl)cc(CNCCC)cc1Cl,1%,-1%,?
CCOc1ccc(-n2c(=O)c3c(C)c(C)sc3n(Cc3ccccc3C)c2=O)cc1,5%,0%,4%
O=C1ON=C(c2ccccc2)/C1=C/c1ccco1,3%,-6%,?
CCc1ccc(-n2c3nc(=O)[nH]c(=O)c-3cc3c(C)nn(-c4ccccc4)c32)cc1,5%,-2%,10%

# Sorted by molecular weight (ascending): 3 of the compounds above
SMILES,TDP1 block,GCN5L2 inh,DT40 TDP1 no CPT
CC(CCn1cccn1)NC(=O)c1cc(COc2ccc(F)cc2Cl)on1 (centres undefined),-3%,2%,0%
O=C(CCC(=O)N(CC(=O)NC1CCCC1)Cc1ccc(F)cc1)Nc1nccs1,12%,-7%,-7%
O=C(NCc1ccc2c(c1)CCN2C(=O)c1ccc(F)cc1)c1ccc(Br)o1,2%,-4%,4.1µM*

# Further results.
SMILES,TDP1 block,GCN5L2 inh,DT40 TDP1 no CPT
CCc1ccc2nc3sc(C(=O)N4CCc5ccccc54)c(N)c3cc2c1,3%,1%,.
Cc1sc2nc(CN(C(=O)NC3CCCCC3)C3CCCC3)[nH]c(=O)c2c1C,-4%,-7%,16µM*
CC(C)Cn1cc(C(=O)NCc2cccs2)c2c3ccccc3n(C)c2c1=O,-3%,1%,-12%
Cn1c(CSCc2ccc(Cl)cc2)n[nH]c1=S,4%,-2%,-10%
CSc1ccccc1NC(=O)C1=COCCO1,0%,0%,23%
CC(NC(=O)c1cc(F)c(F)c(F)c1F)c1ccc(-n2ccnc2)cc1 (centres undefined),4%,-2%,?
CC(C)COc1ccc(C(=O)Nc2sc3c(c2C(=O)O)CC(C)(C)OC3)cc1,4%,15%,?
CN(C)S(=O)(=O)c1ccc(NC(=O)CCNC(=O)c2ccco2)cc1,-10%,-2%,-5%
NC(=O)CC(NC(=O)c1ccc(Br)cc1)c1ccc(N2CCCCCC2)c([N+](=O)[O-])c1 (centres undefined),.,?,16µM*
COc1cccc(/C=N/N2CCOCC2)c1O,0%,1%,2%
N#C/C(=C/c1ccc(N2CCCCC2)o1)C(=O)NCCc1c[nH]c2ccccc12,8%,-5%,?
CCOc1ccc(N2C(=O)C3C(c4ccc(O)cc4)NC(CCSC)(C(=O)OC)C3C2=O)cc1 (centres undefined),0%,-2%,-13%
Cc1cc(-c2nc3ncccc3o2)ccc1N,0%,?,-13%
COCCCn1c(C2CCCCC2)nc2oc3cc(OC)ccc3c(=O)c2c1=O,0%,-4%,21µM*
CC(=O)c1ccc(C(=O)N(C)C2CCCN(Cc3ccccc3F)C2)s1 (centres undefined),4%[56.1 µM],-5%,-27%
COc1cc(/C=C2\C(=N)N3N=C(C(C)C)SC3=NC2=O)ccc1OCCOc1ccc(NC(C)=O)cc1,.,-3%,-26%
COC(=O)c1cccc(NC(=O)Cn2cnc3ccccc3c2=O)c1,3%,0%,1%
O=C(NCc1ccccc1)C(c1cccnc1)N(C(=O)c1ccccn1)c1ccccc1F (centres undefined),0%,-1%,-18%
CC(C)(CO)Nc1ncnc2onc(-c3ccc(F)cc3)c12,.,-17%,-27%
Cc1cnc(C(=O)OCC(=O)NCc2ccc(Cl)cc2)cn1,0%,-3%,1%
CN(Cc1ccc(F)cc1)C(=O)c1cccc(S(=O)(=O)N2CCN(Cc3ccccc3)CC2)c1,4%,-7%,13µM*
C=CCNC(=O)CC1C(=O)NCCN1Cc1c(F)cccc1Cl (centres undefined),6%,-7%,1%
Cc1ccc(C(=O)C2CCN(S(=O)(=O)c3c(C)noc3C)CC2)cc1,0%,-6%,-26%
NC(=O)c1ccccc1C[C@H](C(=O)O)N1C(=O)c2ccc(C(=O)O)cc2C1=O,3%,0%,.
Cc1cccc(NC(=O)CSc2nnc(C)c(=O)n2N)c1,3%,-5%,-8%
O=[N+]([O-])c1cc(/C=N/O)ccc1Oc1cccc(Cl)c1,-3%,-10%,-9%
CS(=O)(=O)c1ccc(C(=O)NCCN2C(=O)S/C(=C\c3cccnc3)C2=O)cc1[N+](=O)[O-],3%,1%,4.6µM*
CC(C)Oc1ccc(C(=O)O)cc1,3%,3%,-2%
COc1ccccc1OCCNc1nc2c(c(=O)n(C)c(=O)n2C)n1C,-2%,1%,18µM*
COc1ccc(Oc2ccc(S(=O)(=O)N3CCCCC3)cc2S(=O)(=O)N2CCCCC2)cc1,3%,-4%,?
COc1ccccc1C(=O)Nc1nsc(-c2ccccc2)n1,.,1%,-19%
Cc1ccc(N2C(=O)CC(NCc3ccc4c(c3)OCO4)C2=O)cc1Cl (centres undefined),-4%,1%,-5%
O=C(COC(=O)CN1C(=O)c2ccccc2C1=O)Nc1cccc(F)c1,0%,1%,-1%
Cc1cccc(N(CC(=O)NCCC2=CCCCC2)S(C)(=O)=O)c1C,2%,-5%,?
COCCSc1ccccc1C(=O)Nc1ccc2c(c1)OCO2,3%,1%,-13%
O=C(Nc1cccc(C(F)(F)F)c1)c1csc(-c2ccncc2)n1,2%,-13%,?
O=S(O)CO,2%,-2%,1%
Cc1ccc(N2C(=O)C3C4C=CC(CNC(=S)N5CCN(c6ccccc6)CC5)(O4)C3C2=O)cc1 (centres undefined),7%,-15%,18µM*
Cn1nc(C(=O)N2CCN(S(=O)(=O)/C=C/c3ccccc3)CC2)c2ccccc2c1=O,3%,-2%,?
O=C(Nc1nncs1)c1cc(-c2ccco2)nc2ccccc12,.,-12%,-24%
COc1ccc(OC)c(NC(=O)CSc2ncnc3c2cnn3-c2ccccc2Cl)c1,5%,-3%,1.3µM*
O=S(=O)(Cc1ccccc1)N1CCN(c2ncccn2)CC1,.,-4%,-10%
COc1ccc(OC)c(NS(=O)(=O)c2cccc3cccnc23)c1,.,4%,-29%
O=S(=O)(c1cccc(C(F)(F)F)c1)N1CCC(c2nc3ccccc3[nH]2)CC1,12%,-2%,23µM*
COc1ccccc1OCCNC(=O)c1ccccc1C,4%,-6%,-8%
O=C(Nc1ccc(Br)cc1F)c1ccc2c(c1)N(Cc1ccccc1)C(=O)CS2=O (centres undefined),5%,-2%,13µM*
CCC(c1nnc(SCC(=O)NC2CCCCC2)n1Cc1ccccc1)N(C)C (centres undefined),.,1%,-6%
Cc1nn(-c2ccc(F)cc2)c(C)c1CN1CCN(Cc2ccccc2)C(CCO)C1 (centres undefined),.,0%,?
CC(C)CCn1c(CN2CCN(c3cccc(Cl)c3)CC2)nc2c1c(=O)n(C)c(=O)n2C,.,-27%,23µM*
CCn1ncc(C2=NOC(C(=O)Nc3ccc4c(c3)OCO4)C2)c1C (centres undefined),-4%,-2%,?
O=C(Nc1cc(Cl)ccc1N1CCOCC1)C1CC1,-2%,0%,-13%

# Structural class: the entries above with a furan ring, fused or not (9)
SMILES,TDP1 block,GCN5L2 inh,DT40 TDP1 no CPT
COc1ccccc1NS(=O)(=O)c1cccc(C(=O)N/N=C/c2ccc([N+](=O)[O-])o2)c1,-9%[0.505 µM],-9%,2.9µM*
O=C(NCc1ccc2c(c1)CCN2C(=O)c1ccc(F)cc1)c1ccc(Br)o1,2%,-4%,4.1µM*
O=C(NCc1cccnc1)/C(=C\c1ccc(-c2ccc(Br)cc2)o1)S(=O)(=O)c1ccccc1,3%,?,3.3µM*
O=C(c1ccc(Cl)cc1Cl)N1CCC(c2nc3c(nnn3Cc3ccco3)c(=O)[nH]2)CC1,4%,-23%,?
COc1ccc(-c2nc3ccccc3o2)cc1NC(=O)c1ccc(-c2ccc(Br)cc2)o1,3%[2.28 µM],1%,-20%
O=C1ON=C(c2ccccc2)/C1=C/c1ccco1,3%,-6%,?
CN(C)S(=O)(=O)c1ccc(NC(=O)CCNC(=O)c2ccco2)cc1,-10%,-2%,-5%
N#C/C(=C/c1ccc(N2CCCCC2)o1)C(=O)NCCc1c[nH]c2ccccc12,8%,-5%,?
O=C(Nc1nncs1)c1cc(-c2ccco2)nc2ccccc12,.,-12%,-24%

# A portion of the library (hit frequency here may not be typical).
